# Assay outcomes deposited in PubChem by Sanford-Burnham Center for Chemical Genomics.
# UPR CHOP act: apoptotic UPR (CHOP) activation | CHO-CHOP luciferase reporter, luminescence; percent of tunicamycin response over DMSO baseline | activation, % at 10 µM | 330,000 compounds, 0.34% hits;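 active = at 10 µM dose, activation of 40% or more, normalized to positive control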;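 also: 100% = tunicamycin at 10 µg/mL and 0% = DMSO alone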
#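 Material: CHO-CHOP cells, stable luciferase reporter of PERK-eIF2a-CHOP signalling; quantity: 500 reporter cells seeded per well; buffer or medium: F12 medium containing 10% fetal bovine serum; compound: one dose, 10 µM in 0.5% DMSO; incubation: 6 h compound treatment, 37 °C; measured by: Steady-Glo luciferase luminescence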
# CXCR6 inh: inhibitors of human CXCR6 receptor. CHO-K1 PathHunter CXCR6 beta-arrestin, luminescence. inhibition, % at 20 µM. 360,000 compounds, 0.36% hits. AID 602244; in the data active = inhibition above about 34%, passing the limit was not always enough;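 also: antagonist mode with CXCL16 agonist at 10 nM final; 0% = 10 nM CXCL16 with DMSO and 100% = unstimulated wells without agonist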
# CCR6 antag: blocks CCL20-driven beta-arrestin recruitment at human CCR6; 340,000 compounds, 0.49% hits; P51684; CHO-K1 CCR6 PathHunter beta-arrestin, luminescence, CCL20-stimulated; inhibition, % at 20 µM;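 active = compounds whose inhibition of the agonist-driven luminescence signal at 20 µM reaches about 50%, limit read from the data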;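 also: cells stimulated with CCL20 at 14 nM final; plate controls were DMSO with CCL20 for no effect and DMSO without agonist for full effect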
# Target sequence (P51684 whole entry, looked up): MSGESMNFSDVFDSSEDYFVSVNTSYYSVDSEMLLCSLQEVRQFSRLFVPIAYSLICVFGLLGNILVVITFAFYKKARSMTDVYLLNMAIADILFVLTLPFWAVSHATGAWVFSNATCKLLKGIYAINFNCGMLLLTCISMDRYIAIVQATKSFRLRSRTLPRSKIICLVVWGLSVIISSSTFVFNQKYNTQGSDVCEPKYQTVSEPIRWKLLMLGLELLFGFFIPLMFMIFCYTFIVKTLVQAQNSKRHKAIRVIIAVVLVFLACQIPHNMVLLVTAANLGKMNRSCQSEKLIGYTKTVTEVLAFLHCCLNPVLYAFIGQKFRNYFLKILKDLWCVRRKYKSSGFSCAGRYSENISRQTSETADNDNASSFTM
# Mdm2 MdmX PPI: disrupts the human Mdm2-MdmX interaction | AID 485346 | 330,000 compounds, 3% hits | inhibition, % at 8 µM | SaOS-2 split-luciferase Mdm2/MdmX complementation, luminescence;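 active = inhibition of at least 50% at 8 µM in the primary screen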
# EBI2 block: blocks human EBI2 receptor beta-arrestin signaling; P32249; EBI2 beta-arrestin recruitment, luminescence, 7a,25-OHC stimulated; inhibition, % at 5 µM; 360,000 compounds, 0.81% hits; AID 651636; in the data active = inhibition above about 38%;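 also: enzyme fragment complementation signal reports receptor beta-arrestin coupling in cells; 0% = agonist plus DMSO wells and 100% = wells without agonist; some results beyond the cut were filed as inactive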
# Target sequence (P32249 whole entry, looked up, the tested form may be a part): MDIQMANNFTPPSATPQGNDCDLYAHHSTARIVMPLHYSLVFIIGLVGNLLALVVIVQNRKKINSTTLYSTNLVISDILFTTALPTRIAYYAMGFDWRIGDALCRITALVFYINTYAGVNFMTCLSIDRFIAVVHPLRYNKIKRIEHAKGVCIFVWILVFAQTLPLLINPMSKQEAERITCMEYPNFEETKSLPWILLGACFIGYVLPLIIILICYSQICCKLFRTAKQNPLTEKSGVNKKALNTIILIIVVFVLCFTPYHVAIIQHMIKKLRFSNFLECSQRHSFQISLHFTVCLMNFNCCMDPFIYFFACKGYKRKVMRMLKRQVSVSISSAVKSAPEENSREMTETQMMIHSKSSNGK
# tim23-1 inh: inhibits growth of tim23-1 mutant yeast | S. cerevisiae tim23-1 growth, BacTiter-Glo luminescence, 24 h | inhibition, % at 20 µM | 330,000 compounds, 1.3% hits | AID 463212;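 active = growth inhibition of the mutant yeast at or above 50%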;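 also: temperature-sensitive mutant grown at 25 °C; plate controls were DMSO-treated mutant yeast for no effect and medium wells lacking yeast for full effect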
# APJ ag: agonists of human APJ apelin receptor; activation, % at 20 µM; AID 2520; P35414; CHO-K1 APJ PathHunter beta-arrestin, luminescence; 0% DMSO wells, 100% apelin; 330,000 compounds, 0.11% hits;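 active = activation more than six SD over the plate average, tested at 20 µM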;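 also: 0% = DMSO alone and 100% = apelin-13 at 10 nM; some results filed as inactive read as strong as hits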
# Target sequence (P35414 whole entry, looked up): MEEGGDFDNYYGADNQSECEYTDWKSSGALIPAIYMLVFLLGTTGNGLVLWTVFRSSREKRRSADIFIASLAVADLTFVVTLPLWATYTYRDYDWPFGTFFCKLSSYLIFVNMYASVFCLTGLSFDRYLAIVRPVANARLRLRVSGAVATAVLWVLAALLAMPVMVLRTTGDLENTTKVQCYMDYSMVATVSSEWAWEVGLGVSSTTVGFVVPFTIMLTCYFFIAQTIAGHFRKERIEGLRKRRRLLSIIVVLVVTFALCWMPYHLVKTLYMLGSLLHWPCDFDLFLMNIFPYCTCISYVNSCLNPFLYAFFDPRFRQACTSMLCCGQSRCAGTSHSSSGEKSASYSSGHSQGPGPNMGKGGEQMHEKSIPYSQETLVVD
#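 assay system = CHO-K1 APJ beta-arrestin complementation cell line | input = cell density 1000 per well | dosing = compound 20 µM once, DMSO 1% | timing = compound 90 min 25 °C, reagent 1 h | measured by = luminescence from split beta-galactosidase complementation, Galacton Star/Emerald II substrate | read-out basis = APJ agonist activity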
# APJ antag: antagonists of human APJ apelin receptor. CHO-K1 APJ beta-arrestin complementation, luminescence. inhibition, % at 20 µM. 330,000 compounds, 0.32% hits. AID 2521;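 active = inhibition above about 40% at 20 µM, limit read from the data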;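 also: cells challenged with 10 nM apelin-13 agonist together with compound; plate controls were apelin-13 plus DMSO wells for no effect and DMSO wells lacking apelin-13 for full effect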
# XBP1 UPR activ: activators of adaptive arm of unfolded protein response (XBP1); AID 463104; 330,000 compounds, 0.33% hits; activation, % at 20 µM; CHO-XBP1 luciferase reporter, IRE1-XBP1 UPR activation, luminescence; percent of tunicamycin response, DMSO as zero;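 active = versus positive control, 20 µM dose yields 30% or more activation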;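 also: 100% = tunicamycin at 10 µg/mL and 0% = DMSO only wells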
#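 Material: IRE1-XBP1 luciferase reporter CHO line / Quantity: one thousand reporter cells per well / Buffer or medium: F12 with 10% serum / Compound: 20 µM single concentration, DMSO 1% / Times: 6 h treatment, 37 °C / Detection: Steady-Glo luciferase glow luminescence, 10 min after reagent addition / Benchmarks: tunicamycin high, DMSO low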
# * marks the source's active call; other numbers are inactive results. These rows are one share of the data. The share of hits here may be higher or lower than overall.
SMILES,UPR CHOP act,CXCR6 inh,CCR6 antag,Mdm2 MdmX PPI,EBI2 block,tim23-1 inh,APJ ag,APJ antag,XBP1 UPR activ
O=C(N/N=C/c1ccc2cccnc2c1)c1nc2ccccc2c(=O)[nH]1,5.4,-3,3,-21,-3,-8,-3,8,1
O=C(O)CCCNC(=O)/C(=C\c1ccc(Cl)cc1)NC(=O)c1ccccc1Br,-0.1,-1,-13,1,-3,12,-2,4,-1
O=C(O)c1cccnc1C(=O)c1ccccc1,1.5,3,4,9,-15,-18,-5,19,1
Cc1ccc(NC(=O)COC(=O)CN2C(=O)NC3(CCCC3)C2=O)cc1F,1.0,4,0,23,-8,-5,-2,-18,-2
COC(=O)C1C(c2ccccc2)C=CC(c2ccccc2)C1C(=O)O (stereo unspecified),0.1,4,-3,-29,8,4,-4,2,-1
COc1ccc(N(C)S(=O)(=O)c2cccc(C(=O)N3CCN(c4ccccc4)CC3)c2)cc1,-0.7,-4,14,17,9,4,-3,-1,0
CCOc1ccccc1N(CC(=O)NC1CCCCC1)C(=O)CCC(=O)Nc1cc(C)ccn1,0.2,-5,13,-34,6,18,1,-15,-2
Cc1ccc(S(=O)(=O)NCc2ccccc2)cc1C(=O)NC1CCCCC1,-0.4,-6,14,19,0,3,0,6,-5
COc1cccc(C(=O)Nc2cccc(-c3ccc4nncn4n3)c2)c1OC,-0.6,-15,-4,5,-11,7,7,9,3
CCOc1ccc(N=Cc2c(C)[nH]n(-c3nc4ccccc4[nH]3)c2=O)cc1,0.1,-5,-12,35,3,33,0,6,0
COc1ccc(Nc2ncc3c(n2)CC(c2ccc(OC)cc2)CC3=O)cc1 (stereo unspecified),0.3,17,0,37,33,1,-4,18,-2
CCOC(=O)C1CCN(S(=O)(=O)c2ccc(CC)cc2)CC1,-1.5,-21,2,12,-4,31,-2,6,-3
c1ccc(CN2CCC3(CCCc4ccccc43)CC2)cc1,-0.5,-5,8,4,8,4,-6,37,-1
O=C(O)/C(=C\c1ccc(C(F)(F)F)cc1)c1ccc(S(=O)(=O)N2CCCC2)s1,0.0,-6,8,-7,-9,12,-2,6,0
CCN1/C(=C\C=C2\C(=O)N(C)C(=S)N2C)Sc2ccccc21,2.9,23,38,-28,21,28,19*,13,-2

# An excerpt taken from the entries so far:
SMILES,UPR CHOP act,CXCR6 inh,CCR6 antag,Mdm2 MdmX PPI,EBI2 block,tim23-1 inh,APJ ag,APJ antag,XBP1 UPR activ
O=C(O)/C(=C\c1ccc(C(F)(F)F)cc1)c1ccc(S(=O)(=O)N2CCCC2)s1,0.0,-6,8,-7,-9,12,-2,6,0
CCN1/C(=C\C=C2\C(=O)N(C)C(=S)N2C)Sc2ccccc21,2.9,23,38,-28,21,28,19*,13,-2

# Further structures follow:
SMILES,UPR CHOP act,CXCR6 inh,CCR6 antag,Mdm2 MdmX PPI,EBI2 block,tim23-1 inh,APJ ag,APJ antag,XBP1 UPR activ
CN(/N=C/C=C/c1ccccc1)c1cc(=O)n(C)c(=O)[nH]1,3.2,-8,3,-4,16,13,3,-1,0
c1ccc(OCCCCn2cnc3ccccc32)cc1,1.4,4,11,18,-7,1,2,-27,-3
COc1cc2c(c(OC)c1)C(c1ccncc1)CC(=O)N2 (stereo unspecified),-1.3,2,-7,5,-13,-1,-4,8,1
COc1ccc(C2C(C(=O)N3CCCC3)c3cc(OC)c(OC)cc3C(=O)N2C)cc1OC (stereo unspecified),-1.8,5,8,17,-5,3,-1,7,0
Cc1ccc(S(=O)(=O)Nc2nc(C)c(C(=O)NN)s2)cc1,0.9,-7,4,-7,-6,21,1,-36,-1
Cc1cc(C)c(C#N)c(SCc2nnc(-c3ccccc3[N+](=O)[O-])o2)n1,5.4,-2,9,23,11,27,-1,-17,4
CC(=O)c1cccc(CN2CCC(n3nccc3NC(=O)c3ccc4c(c3)OCO4)CC2)c1,1.7,-8,-2,13,-5,8,-3,-6,-3
COc1cc2cc(CN(Cc3cccnc3)C(=O)Nc3ccccc3F)c(=O)[nH]c2cc1OC,0.6,-6,1,21,5,7,-4,22,0
O=C(c1ccc(COc2ccccc2Br)o1)N1CCN(c2ccccn2)CC1,-2.5,-1,-8,-5,-8,34,-3,-1,1
NCCCC[C@@H]1NC(=O)c2cc([N+](=O)[O-])cc(F)c2NCCCC[C@@H](C(N)=O)NC(=O)[C@H](CCC(N)=O)NC1=O,1.7,3,-2,-13,-12,11,-2,-3,-1
C[C@@H]1C(=O)O[C@H]2[C@H]1CC[C@@]1(C)C(=O)C=C[C@@](C)(O)[C@H]21,-1.5,-10,12,-6,-13,-6,0,-2,2
CC1CCN(C2=NC(=O)/C(=C/c3cccc(O)c3)S2)CC1,2.2,1,7,-9,1,20,-2,15,7
COCCNC(=O)C(=O)Nc1cccc(Br)c1,1.6,-12,2,-14,-14,5,-1,1,2
CN(c1ccccc1)S(=O)(=O)c1ccc(NC(=O)c2nc(S(C)(=O)=O)ncc2Cl)cc1,-11,94*,97*,98*,41,26,-6,61*,-12
CCCc1nc2ccccc2c(=O)n1CCc1ccccc1,2.8,3,16,14,14,25,-1,7,-1
CCc1nc(C)cn1S(=O)(=O)c1cc(Br)ccc1OC,-0.8,-4,-2,-3,-16,27,-3,-1,1
Cc1ccc2nc(C(F)(F)F)c(C#N)c(N)c2c1,-2.0,-1,-9,85*,-28,25,-2,-3,-3
Cc1ccc(CNC(=O)C(=O)NCCCn2ccnc2)cc1,-2.1,-7,-11,-15,3,7,-4,12,-1
COc1ccc(Nc2nc3ccccc3n3cnnc23)cc1Cl,0.5,-15,11,19,-2,57*,-4,-14,9
COc1ccc(CNC(=O)OCCN2CCN(S(=O)(=O)c3ccc(C)cc3)CCC2=O)cc1,-1.1,2,-3,-6,7,-15,2,14,0
Cc1ccc2c(c1)Oc1ccccc1C=C2C(=O)O,0.1,-8,5,-3,7,13,-3,-23,-2
Cc1ccc(S(=O)(=O)N/N=C/c2cccc3c2OCCO3)cc1,0.2,-2,1,5,-2,34,1,0,-3
Cc1ccc(C(=O)N2CCN(Cc3ccccc3)CC2)cc1S(=O)(=O)N1CCOCC1,1.8,-1,4,-9,3,3,0,3,1
Cc1cccc(C)c1NC(=O)CSc1nnc([C@@H]2CCCN2C(=O)OC(C)(C)C)o1,2.8,-5,8,6,-3,-4,-1,10,-3
O=C(NCc1ccc2c(c1)OCO2)c1cc(-c2ccccc2)on1,6.2,0,15,0,0,17,-3,-6,-2
Cc1cccc(-n2cnc(C(=O)N3CCN(C)CC3)c2)n1,-0.4,3,5,22,-4,-3,-2,-11,-2
CCC(C(=O)NC(C)(C)C)N(C(=O)Cn1nnc(-c2cccs2)n1)c1cnc2ccccc2c1 (stereo unspecified),-0.1,10,5,17,2,10,-7,0,-1
COC(=O)c1ccc(-n2nnnc2SCc2nn[nH]n2)cc1,-1.3,-10,-3,6,-8,11,2,11,-2
O=NN1CCN(c2ccncc2S(=O)(=O)N2CCCCC2)CC1,0.4,7,4,3,-4,3,3,6,-2
O=C(c1ccc(Cl)c(S(=O)(=O)N2CCOCC2)c1)N1CCCC1,0.5,6,4,20,-3,7,-2,12,1
O=C(/C=C/c1ccco1)Oc1cccc2cccnc12,2.4,-1,1,-5,-8,22,4,-23,4
Cc1ccc(CSCC(=O)N(C)CC(=O)Nc2ccc(C)cc2)cc1,-0.3,3,11,-6,5,7,2,-4,-3
COc1cccc(C(=O)NC(=S)Nc2ccc3oc(=O)ccc3c2)c1,0.4,32,40,15,10,9,-4,6,-4
O=C1OC(c2cccc([N+](=O)[O-])c2)C2(CCCC2)C(=O)C12CCCCC2 (stereo unspecified),1.8,1,22,1,10,37,-3,-2,-1
Cc1ccc(-c2cc(C(=O)N3CCOCC3)c3ccccc3n2)cc1,3.4,-6,-4,3,6,20,-3,-2,0
CCn1c(NCc2ccco2)nc2ccccc21,-0.9,6,-4,-22,-2,7,0,18,-2
COc1ccc(NS(=O)(=O)c2cccc(C(=O)NNC(=O)c3ccc(NC(C)=O)cc3)c2)cc1,1.2,2,4,6,-1,-2,-7,11,-1
CCOC(=O)C(CC)n1nc(C)n2c(cc3occc32)c1=O (stereo unspecified),1.0,0,3,-3,1,5,-1,-7,-2
CCOc1ccc(NS(=O)(=O)c2ccc(-c3ccc(=O)[nH]n3)o2)cc1,-0.7,-3,-1,-2,-6,4,8,13,-4
CC(C)=CC(=O)OCC(=O)NC(=O)NC(C)(C)C,-0.9,-4,-11,-12,-3,9,0,10,-2
CCc1ccc(C(=O)NNC(=O)CN2C(=O)NC(CC)(c3ccccc3)C2=O)cc1 (stereo unspecified),-0.9,5,15,26,4,-9,5,6,2
CCOC(=O)/C(Sc1nc(-c2ccccc2)cc(-c2ccccc2)c1C#N)=C(\C)O,-0.9,3,26,25,7,30,-1,26,1
COc1ccc(-c2cc3nc4n(c(=O)c3s2)CCC4)cc1,-7.8,-5,3,34,-8,58*,-3,-5,-6

# In the list so far, these contain an aryl methoxy group.
SMILES,UPR CHOP act,CXCR6 inh,CCR6 antag,Mdm2 MdmX PPI,EBI2 block,tim23-1 inh,APJ ag,APJ antag,XBP1 UPR activ
COc1ccc(N(C)S(=O)(=O)c2cccc(C(=O)N3CCN(c4ccccc4)CC3)c2)cc1,-0.7,-4,14,17,9,4,-3,-1,0
COc1cccc(C(=O)Nc2cccc(-c3ccc4nncn4n3)c2)c1OC,-0.6,-15,-4,5,-11,7,7,9,3
COc1ccc(Nc2ncc3c(n2)CC(c2ccc(OC)cc2)CC3=O)cc1 (stereo unspecified),0.3,17,0,37,33,1,-4,18,-2
COc1cc2c(c(OC)c1)C(c1ccncc1)CC(=O)N2 (stereo unspecified),-1.3,2,-7,5,-13,-1,-4,8,1
COc1ccc(C2C(C(=O)N3CCCC3)c3cc(OC)c(OC)cc3C(=O)N2C)cc1OC (stereo unspecified),-1.8,5,8,17,-5,3,-1,7,0
COc1cc2cc(CN(Cc3cccnc3)C(=O)Nc3ccccc3F)c(=O)[nH]c2cc1OC,0.6,-6,1,21,5,7,-4,22,0
CCc1nc(C)cn1S(=O)(=O)c1cc(Br)ccc1OC,-0.8,-4,-2,-3,-16,27,-3,-1,1
COc1ccc(Nc2nc3ccccc3n3cnnc23)cc1Cl,0.5,-15,11,19,-2,57*,-4,-14,9
COc1ccc(CNC(=O)OCCN2CCN(S(=O)(=O)c3ccc(C)cc3)CCC2=O)cc1,-1.1,2,-3,-6,7,-15,2,14,0
COc1cccc(C(=O)NC(=S)Nc2ccc3oc(=O)ccc3c2)c1,0.4,32,40,15,10,9,-4,6,-4
COc1ccc(NS(=O)(=O)c2cccc(C(=O)NNC(=O)c3ccc(NC(C)=O)cc3)c2)cc1,1.2,2,4,6,-1,-2,-7,11,-1
COc1ccc(-c2cc3nc4n(c(=O)c3s2)CCC4)cc1,-7.8,-5,3,34,-8,58*,-3,-5,-6
